PKA-R1A act: activators of PKA-R1A holoenzyme, primary screen, biochemical, fluorescence polarization, Cy5-IP20, bovine R1A, mouse PKAc; activation, % at 11.4 µM; PKA-R1A dissociation; scaled: DMSO 0%, 113 µM cGMP 100%; AID 504707, 2011; cAMP-dependent protein kinase type I-alpha regulatory subunit (Bos taurus) + …; actives 0.083% (n = 340,000);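 active = percent activation above the mean of all tested compounds plus 3 SD, cut at about 19% in these data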;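 also: higher means more PKAc released from R1A so a rise in polarization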
PfHsp90 yeast 2: growth inhibition of PfHsp90-expressing yeast, primary screen, antimalarial PfHsp90 inhibitor project, S. cerevisiae, BacTiter-Glo luminescence, single point, set 2 | BacTiter-Glo ATP, 48 h; yeast lacking PDR1 and PDR3 efflux regulators | AID 504621, 2011 | actives 0.32% (n = 310,000) | inhibition, % at 9.4 µM;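 active = every replicate shows inhibition above about 80%, whatever the replicate mean, limit read from the data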;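 also: 0% = DMSO neutral controls and 100% = 20 µM radicicol positive controls; yeast relying on Plasmodium falciparum Hsp90 in place of its own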
Mot1-301 SUMO: yeast Mot1-301 growth rescue at high temperature, primary screen, SUMOylation pathway inhibitor project, S. cerevisiae, ATP luminescence, 38.5C. S. cerevisiae Mot1-301 growth rescue; percent above DMSO median, 100 means doubled. growth rescue, % at 18.8 µM. actives 1% (n = 320,000);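 active = every valid replicate shows activation above 250% relative to neutral control wells; inactive = the rest, any valid replicate at or below 250%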;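 also: OY570 slx delta 5 strain wells were the positive control but not used for scaling; some compounds called inactive have numbers as strong as hits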
DSG3 Ab inh: inhibitors of pemphigus antibody binding to DSG3, primary screen, biochemical, bead-based, flow cytometry, scFv-GFP; Desmoglein-3 (Homo sapiens), P32926; DSG3-coupled beads, scFv-anti-DSG3-GFP binding; hits give low values; binding (percent of control), % at 10 µM; actives 0.48% (n = 310,000); AID 588358, 2011;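 active = binding more than 3 SD below its plate's average and above zero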;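 also: hits lower antibody fragment binding to DSG3; some compounds called inactive have numbers as strong as hits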
Target sequence (P32926 whole entry, looked up, the tested form may be a part): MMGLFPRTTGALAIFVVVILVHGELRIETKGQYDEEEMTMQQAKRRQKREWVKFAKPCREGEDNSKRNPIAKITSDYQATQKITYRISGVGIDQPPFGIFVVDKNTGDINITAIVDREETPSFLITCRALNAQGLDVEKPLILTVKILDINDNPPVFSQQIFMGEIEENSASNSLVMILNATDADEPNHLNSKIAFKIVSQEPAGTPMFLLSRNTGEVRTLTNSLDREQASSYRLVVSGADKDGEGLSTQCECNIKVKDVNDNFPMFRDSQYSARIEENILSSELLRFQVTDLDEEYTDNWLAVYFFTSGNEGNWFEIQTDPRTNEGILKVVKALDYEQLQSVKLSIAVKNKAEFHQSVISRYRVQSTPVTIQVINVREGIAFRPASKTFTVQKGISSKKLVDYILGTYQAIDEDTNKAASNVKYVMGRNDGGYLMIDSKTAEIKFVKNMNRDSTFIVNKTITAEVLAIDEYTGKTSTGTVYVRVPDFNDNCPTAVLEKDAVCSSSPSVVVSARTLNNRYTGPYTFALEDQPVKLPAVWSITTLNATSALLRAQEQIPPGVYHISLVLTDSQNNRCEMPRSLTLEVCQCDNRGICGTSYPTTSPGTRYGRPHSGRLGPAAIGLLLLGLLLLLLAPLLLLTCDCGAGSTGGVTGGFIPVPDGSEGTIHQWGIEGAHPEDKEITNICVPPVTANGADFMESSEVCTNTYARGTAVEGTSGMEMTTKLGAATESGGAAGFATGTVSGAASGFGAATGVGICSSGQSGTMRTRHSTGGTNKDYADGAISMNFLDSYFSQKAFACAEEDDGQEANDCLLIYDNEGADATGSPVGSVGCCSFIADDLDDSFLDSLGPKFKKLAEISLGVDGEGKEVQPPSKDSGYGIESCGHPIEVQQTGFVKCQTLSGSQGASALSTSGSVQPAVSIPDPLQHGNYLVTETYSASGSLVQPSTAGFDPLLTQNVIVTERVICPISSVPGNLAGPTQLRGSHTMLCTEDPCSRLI
AddAB inh: growth inhibition of E. coli expressing H. pylori AddAB, primary screen, AddAB inhibitor project, absorbance | inhibition, % at 11.9 µM | actives 0.29% (n = 330,000); in the data active = inhibition above about 12%;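 also: 0% = vehicle wells of infected cells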
MOR-DOR inv ag: inverse agonists of MOR-DOR heterodimerization, primary screen, cell-based, luminescence. Mu-type opioid receptor (Homo sapiens) + Delta-type opioid receptor (Homo sapiens), …. cell-based MOR-DOR heterodimer luminescence, inverse agonism. inhibition, % at 9.3 µM. actives 0.21% (n = 340,000); in the data active = inhibition above about 22%, passing the limit was not always enough;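 also: 0% = cells with DMSO and 100% = wells without cells with DMSO; values of inactives mirror those of a sister screen read the other way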
OPRM1-OPRD1 ag: agonists of OPRM1-OPRD1 heterodimerization, primary screen, cell-based, luminescence. cells. AID 504326, 2011. actives 0.3% (n = 340,000). activation, % at 9.3 µM; in the data active = activation above about 18%;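 also: 0% = vehicle-treated cells and 100% = reference agonist; values of inactives mirror those of a sister screen read the other way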
HTR5A inv ag: HTR5A inverse agonists in luminescence cell assay, primary screen, counter-screen for OPRM1-OPRD1 heterodimer inverse agonist project, full-deck HTS | 5-hydroxytryptamine receptor 5A (Homo sapiens), P47898 | HTR5A cell line, inverse agonism | inhibition, % at 9.3 µM | actives 0.083% (n = 340,000) | AID 504634, 2011; in the data active = inhibition mostly above about 23%, no sharp cut-off; inactive = mostly below about 18%;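 also: 0% = cells with DMSO and 100% = no-cell wells with DMSO; some compounds called inactive have numbers as strong as hits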
phage Ecoli inh: growth loss of phage-infected E. coli, primary screen, RecBCD inhibitor project, absorbance, with phage, HTS | actives 0.26% (n = 360,000) | inhibition, % at 11.9 µM | AID 651602, 2012; in the data active = inhibition above about 11%
Ecoli viability: E. coli V3065 growth inhibition, primary screen, counter-screen for AddAB inhibitor project, absorbance, OD600. actives 0.27% (n = 330,000). 18 h. AID 449728, 2010. inhibition, % at 11.9 µM;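 active = inhibition above the campaign's mean inhibition across all tested compounds plus 3 SD, cut at about 9.9% in these data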;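 also: uninfected addAB+ strain grown without phage in ampicillin broth; 0% = DMSO wells and 100% = ciprofloxacin 0.95 µg/ml wells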
HTR5A ag ctr: HTR5A agonists in luminescence cell assay, primary screen, counter-screen for OPRM1-OPRD1 heterodimer agonist project, full-deck HTS; 5-hydroxytryptamine receptor 5A (Homo sapiens), P47898; cell-based; activation, % at 9.3 µM; actives 0.61% (n = 340,000); in the data active = activation mostly above about 9.5%, no sharp cut-off; inactive = mostly below about 7.6%;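 also: 0% = cells with vehicle only and 100% = reference agonist; strong numbers were not always called active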
Starred values were filed as active, the others as inactive; nt = not tested or not shown.

SMILES	PKA-R1A act	PfHsp90 yeast 2	Mot1-301 SUMO	DSG3 Ab inh	AddAB inh	MOR-DOR inv ag	OPRM1-OPRD1 ag	HTR5A inv ag	phage Ecoli inh	Ecoli viability	HTR5A ag ctr
CC(=O)c1cccc(NC(=O)Cn2nc(-c3ccc(Cl)cc3)ccc2=O)c1	-2	5	-3	97	-1.4	8	-1.6	-2	3.7	0.9	-1
CCOC(=O)[C@H]1[C@H]2COc3cc(OC)ccc3[C@@H]2N2C(=O)CN(Cc3ccc(Cl)cc3)C(=O)[C@@]12C	-15	22	4	106	1.6	0	0.0	3	1.4	-2.2	10
O=C(Nc1ccc(Cl)cn1)C1CCCN(c2ncnc3c2nc2n3CCCCC2)C1 (centres undefined)	5	17	27	nt	1.9	8	-1.5	7	1.4	-0.1	-2
CN(CC(=O)Nc1ccccc1Br)C(=O)C(Cc1ccccc1)NC(=O)c1ccccc1 (centres undefined)	-3	-5	-5	111	5.0	15	-3.0	-7	0.5	-0.1	3
COc1ccccc1CNC(=O)c1cc(S(=O)(=O)N2CCN(c3ccccc3)CC2)ccc1Cl	-5	-12	nt	118	nt	-10	2.4	-2	-0.5	nt	1
CCOc1ccccc1C(=O)NN1C(=O)CCC1=O	3	4	-14	99	1.7	-2	0.4	-9	4.6	0.3	1
CCOc1ccc(NC(=O)COc2ccc(-n3cnnn3)cc2)cc1	-1	18	15	101	3.8	-4	0.9	11	2.1	0.5	-4
CCC(C)NC(=O)Cn1nc([N+](=O)[O-])c(Cl)c1C (centres undefined)	-1	-3	-22	99	-0.5	5	-0.8	-7	-0.8	2.4	-6
CCOC(=O)CN1C(=O)N[C@@H](CCc2ccccc2)[C@H](C(=O)OC)[C@H]1C	-5	-2	-28	102	3.6	6	-1.0	-21	3.8	-0.8	8
CCOC(=O)Cc1csc(NC(=O)CC(C)(C)CC(=O)O)n1	-4	-2	1	97	2.4	7	-1.3	5	4.8	-1.4	-3
O=C(Nc1cccc(-c2nc3cccnc3s2)c1)c1ccco1	-14	-43	271	102	1.6	3	-0.6	14	0.4	2.0	-3
C=CCOc1nc2c(c(=O)n(Cc3ccc(Cl)c(Cl)c3)c(=O)n2C)n1C	-9	-8	1	97	3.2	5	-1.1	-7	1.7	1.4	3
Cc1ccc(/C=C/C(=O)Nc2cccc(S(=O)(=O)N3CCOCC3)c2)o1	-9	8	9	105	1.5	8	-1.4	1	3.8	0.9	-1
CCOc1ccc(CNC(=O)CCCn2ccc3cc(S(=O)(=O)N4CCCC4)ccc32)cc1	0	6	3	nt	0.6	7	-1.3	-15	-2.8	0.4	4
Cc1ccc(C)c(NC(=S)N2CCN(S(C)(=O)=O)CC2)c1	-9	6	-4	nt	nt	9	-1.7	2	0.4	nt	1
CC(SCC(=O)Nc1ccccc1Br)c1nc2ccccc2c(=O)[nH]1 (centres undefined)	10	-9	-1	99	0.6	0	0.0	4	-0.4	-1.2	-1
CCOC(=O)[C@@H]1[C@H]2COc3cc(OC)ccc3[C@H]2N2C(=O)N(c3cccc(F)c3)C(=O)[C@@]12C	0	-5	9	104	1.6	-8	1.3	-3	2.8	-1.1	3
CC(=O)Nc1ccc2c(c1)nc1n2CCN(C(C)c2ccccc2)C1 (centres undefined)	-7	nt	-18	116	0.4	nt	nt	nt	3.5	0.4	nt
CSc1nc(C)cc(C)c1C#N	12	-11	-2	98	1.6	9	-1.7	2	2.1	1.3	-1
COC(=O)Nc1nnc(-c2ccncc2)s1	-5	-4	0	98	-1.8	3	-0.5	6	2.0	-3.0	0
Cc1cc(NCCCn2ccnc2)n2ncc(-c3ccc(Cl)cc3)c2n1	3	-4	34	106	-0.7	7	-1.3	-16	3.2	-1.4	-2
Cc1cccc(NC(=O)CSc2nnc(NC(=O)CN3CCOCC3)s2)c1	-4	13	1	97	2.3	10	-2.2	-17	1.5	0.7	4
COc1cccc(NC(=O)CSc2nnc3c(n2)[nH]c2ccc(C)cc23)c1	3	13	-5	106	4.1	8	-1.5	3	0.5	-0.4	-1
O=c1cc(-c2ccccc2)nc(Cc2c(Cl)cccc2Cl)[nH]1	0	-4	17	98	-0.7	-6	1.5	-3	3.3	-4.0	1
CC(C)NCc1c(O)c(Br)cc2oc3c(c12)CCCC3	-3	6	nt	nt	nt	1	-0.2	1	1.6	nt	-1
Cc1nc(-n2ncc(C#N)c2N)c2c3c(sc2n1)CCC3	-1	-21	534	86	-1.0	-4	0.8	20	1.7	-1.4	2
CC(=O)Nc1cc(C)c(S(C)(=O)=O)c(C)c1	-8	8	8	93	-1.4	5	-0.8	9	3.0	-1.1	1
NS(=O)(=O)c1ccc(N/C=C\C(=O)c2ccc3ccccc3c2)cc1	1	2	-7	107	2.4	11	-2.1	2	1.2	-0.3	4
C(#CC1CCCCC1)c1ccc2c(c1)COc1c3ccccc3nn1-2	-1	-4	6	101	3.2	9	-1.6	-8	2.1	-0.8	3
O=C(Nc1ccc(Cl)c(S(=O)(=O)N2CCOCC2)c1)c1ccccc1-c1ccc(C(F)(F)F)cc1	-5	-2	-3	92	-1.9	-19	3.2	-29	3.4	0.3	11
Cc1cccc(N2C(=O)c3cccc4c(N)ccc(c34)C2=O)c1	-2	4	134	107	-2.8	-20	4.2	-4	2.0	-2.5	1
CCCn1nnnc1SCC(=O)Nc1cccc(NC(=O)c2ccco2)c1	1	nt	nt	92	3.0	12	-2.3	-10	4.2	0.9	0
COc1ccc(OC)c(CNc2ccc(F)c(Cl)c2)c1	1	-8	-12	322	0.1	-36	6.2	-23	3.9	-3.8	3
CN(C)c1cccc(/C=C(\C#N)c2ccccc2)c1	-9	13	8	104	1.6	-1	0.2	5	3.4	-1.0	-1
Nc1ncnc2c1ncn2[C@H]1C[C@H](O)[C@@H](CO)O1	7	0	-11	nt	6.5	13	-2.6	5	2.1	0.7	0
O=C(N/N=C\c1ccc(Cl)cc1Cl)c1sccc1-n1cccc1	-2	4	24	nt	3.2	1	-0.2	11	3.2	1.1	3
O=c1ccn([C@@H]2O[C@H](CO)[C@@H](O)[C@H]2O)c(=O)[nH]1	-1	16	124	nt	-2.4	-7	1.3	-17	4.4	-0.6	5
CCn1ccnc1CN(C)Cc1c(C(=O)N2CCCCCCC2)nc2ccc(Cl)cn12	-4	-3	-19	102	-3.9	4	-0.6	-4	-0.8	-0.8	-5
Cc1ccc(NC(=O)/C(=C\c2ccc([N+](=O)[O-])cc2)NC(=O)c2ccccc2)cc1	2	22	-14	99	-0.3	-30	5.0	-7	-0.6	-1.1	0
CCCCCC1CC(CC(C)C(=O)Nc2nncs2)C(=O)O1 (centres undefined)	-2	29	-7	120	1.6	-3	0.6	-12	3.9	-2.1	-2
CCCCN(CCCC)c1cn[nH]c(=O)c1Cl	8	3	14	114	2.2	3	-0.6	-14	1.1	1.4	5
O=C(CC1CC2CCC1C2)NCc1cccs1 (centres undefined)	-9	15	-21	121	-0.4	-12	2.1	-3	0.1	0.1	4
CCOC(=O)c1c(C)[nH]c(C(=O)O)c1C	-7	2	-7	105	3.6	18	-3.1	6	2.9	2.5	1
O=C(CSc1nnc(-c2ccco2)c(-c2ccco2)n1)Nc1ccccc1	-1	17	nt	100	-0.6	10	-1.7	19	0.6	-1.8	-8
Cc1cc(C(=O)CCC(=O)N(C)CC(=O)Nc2c(Cl)cccc2Cl)c(C)s1	0	nt	7	108	2.0	8	-1.6	9	0.0	-0.8	-4

Of the compounds above, two have a COOH group.
SMILES	PKA-R1A act	PfHsp90 yeast 2	Mot1-301 SUMO	DSG3 Ab inh	AddAB inh	MOR-DOR inv ag	OPRM1-OPRD1 ag	HTR5A inv ag	phage Ecoli inh	Ecoli viability	HTR5A ag ctr
CCOC(=O)Cc1csc(NC(=O)CC(C)(C)CC(=O)O)n1	-4	-2	1	97	2.4	7	-1.3	5	4.8	-1.4	-3
CCOC(=O)c1c(C)[nH]c(C(=O)O)c1C	-7	2	-7	105	3.6	18	-3.1	6	2.9	2.5	1

The listing continues.
SMILES	PKA-R1A act	PfHsp90 yeast 2	Mot1-301 SUMO	DSG3 Ab inh	AddAB inh	MOR-DOR inv ag	OPRM1-OPRD1 ag	HTR5A inv ag	phage Ecoli inh	Ecoli viability	HTR5A ag ctr
Cc1cc(C)c(NC(=O)CSc2nnc(CNC(=O)c3ccco3)o2)c(C)c1	2	1	-15	nt	2.5	11	-2.2	4	0.7	2.1	0
COc1ccccc1Oc1coc2c(CN3CCOCC3)c(O)ccc2c1=O	-1	15	366	97	-2.3	10	-1.9	-27	2.8	1.6	-7
Cc1nnc(NC(=O)CSc2n[nH]c(-c3ccccc3C)n2)s1	-4	-12	11	nt	1.9	13	-2.0	-29	0.6	-3.3	10
CCOn1c(=O)c(-c2ccc(Br)cc2)[n+]([O-])c2ccccc21	-1	3	-13	103	0.2	9	-2.1	7	4.1	2.8	-2
COc1cccc(-c2ccc(NC(=O)C3CCCN(Cc4ccc(CO)o4)C3)cc2)c1 (centres undefined)	1	6	72	102	0.3	13	-1.9	-6	2.0	0.2	0
O=C(CCC(=O)Nc1nnc(C2CCCCC2)s1)Nc1ccccc1	-10	27	57	104	-1.0	13	-2.7	-27	2.1	-2.8	-2
Cc1ccc(Cn2nnc3c(=O)[nH]c(C4CCN(S(=O)(=O)c5ccc(F)cc5)CC4)nc32)cc1	-2	5	-22	100	0.2	-3	0.6	-21	1.0	1.3	2
CC(C)C[C@H](NC(=O)c1[nH]cnc1C(=O)N[C@@H](Cc1ccccc1)C(=O)OCc1ccccc1)C(=O)OCc1ccccc1	-10	15	-10	101	1.1	16	-2.9	20	0.2	-1.6	1
O=C(Nc1ccc(S(=O)(=O)N2CCN(c3ccccc3)CC2)cc1)c1cccs1	5	-7	-12	94	3.6	-8	1.4	-2	2.6	0.5	3
CCOC(=O)c1cc(NC(=O)Nc2nc3ccccc3s2)c(C)nc1C	15	-13	-13	98	4.3	5	-1.0	-2	3.3	-0.3	1
O=C(c1c(Cl)nc2sccn12)N1CCN(c2cccc(Cl)c2)CC1	-7	-9	2	110	1.8	4	-0.8	-6	2.7	2.2	2
CCOc1ccc(-c2c(C(=O)N/N=C/c3ccc(O)cc3)nnn2-c2nonc2N)cc1	-3	-2	-31	98	4.0	14	-2.6	23	1.8	1.8	-2
CC(=O)NC(C)C(c1cccs1)N1CCN(c2ccccc2)CC1 (centres undefined)	-3	nt	110	100	1.0	6	-1.0	-9	3.4	-0.7	-2

Compound activity as filed in PubChem BioAssay.
